# Screens (PubChem BioAssay)
# MITF inh: human MITF inhibition, primary screen; AlphaScreen MITF homodimerization, bead proximity signal; inhibition, % at 2.6 µM; 650,000 compounds, 0.91% hits; in the data active = inhibition above about 50%;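 note: 0% = vehicle wells with protein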
# Target sequence (O75030 whole entry, looked up): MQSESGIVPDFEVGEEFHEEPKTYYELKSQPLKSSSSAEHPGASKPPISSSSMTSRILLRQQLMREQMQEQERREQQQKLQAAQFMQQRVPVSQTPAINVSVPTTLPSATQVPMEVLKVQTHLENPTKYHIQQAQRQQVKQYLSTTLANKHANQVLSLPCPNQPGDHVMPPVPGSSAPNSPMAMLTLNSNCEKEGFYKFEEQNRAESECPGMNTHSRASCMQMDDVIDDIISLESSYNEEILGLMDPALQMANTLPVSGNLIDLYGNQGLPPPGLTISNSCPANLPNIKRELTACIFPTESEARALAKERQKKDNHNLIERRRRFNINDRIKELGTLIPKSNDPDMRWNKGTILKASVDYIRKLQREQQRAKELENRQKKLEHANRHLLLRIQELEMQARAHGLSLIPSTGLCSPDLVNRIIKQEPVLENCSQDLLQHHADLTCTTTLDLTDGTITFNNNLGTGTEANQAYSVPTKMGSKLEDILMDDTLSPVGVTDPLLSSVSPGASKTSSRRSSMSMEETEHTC
# FBW7 act: human FBW7 E3 ligase activation, primary screen; Q969H0; normalized activity (activation), % at 26.1 µM; 650,000 compounds, 0.13% hits; AlphaScreen FBW7–phospho-cyclin E peptide binding, activator screen; AID 1259310; in the data active = normalized activity above about 1.9%;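 note: purified mutant Fbw7 with reduced substrate affinity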
# GPR151 ag: human GPR151 activation; Q8TDV0; PathHunter beta-arrestin GPR151 cells, luminescence; activation, % at 11.2 µM; 650,000 compounds, 1% hits; in the data active = activation above about 4.9%;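 note: 0% = median of compound wells and 100% = cells with positive control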
# Target sequence (Q8TDV0 whole entry, looked up): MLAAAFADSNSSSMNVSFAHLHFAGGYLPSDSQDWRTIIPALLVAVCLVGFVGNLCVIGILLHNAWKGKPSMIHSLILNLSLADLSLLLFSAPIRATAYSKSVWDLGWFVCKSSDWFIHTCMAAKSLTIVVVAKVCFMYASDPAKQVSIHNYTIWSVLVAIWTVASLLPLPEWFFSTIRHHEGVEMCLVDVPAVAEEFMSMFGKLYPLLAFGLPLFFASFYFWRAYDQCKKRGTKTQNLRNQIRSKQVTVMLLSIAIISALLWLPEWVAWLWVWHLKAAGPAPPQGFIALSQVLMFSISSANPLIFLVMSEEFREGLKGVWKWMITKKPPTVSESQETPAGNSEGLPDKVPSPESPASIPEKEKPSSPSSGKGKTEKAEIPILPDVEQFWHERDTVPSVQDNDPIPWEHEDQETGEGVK
# TEAD-YAP block: TEAD-YAP interaction inhibition. 640,000 compounds, 1.4% hits. HEK-TIYL cells, TEAD-Gal4/YAP UAS-luciferase luminescence. inhibition, % at 9.12 µM; in the data active = inhibition above about 32%;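 note: 0% = median of test compound wells and 100% = reference inhibitor wells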
# * hit, by the source's call.
SMILES,MITF inh,FBW7 act,GPR151 ag,TEAD-YAP block
CCn1c(=O)c(C(=O)Nc2cc(C)ccc2C)c(O)c2ccccc21,-8,0.0,-1.1,1
COCCn1c(=NC(=O)c2cccc(OC)c2)sc2cc(NC(C)=O)ccc21,-5,-0.1,-1.1,-16
CCOc1ccccc1-c1csc(NC(=O)COc2ccccc2)n1,3,0.0,0.0,10
O=C(NCCN1CCOCC1)c1csc(Nc2ccc(N3CCOCC3)cc2)n1,10,0.0,2.1,2
O=C(Nc1ccc(O)cc1C(=O)O)c1ccccc1I,26,1.3,-0.3,-3
Cc1ccc(-c2ccc(/C=C(\C#N)c3ccccc3)o2)cc1,2,0.1,3.0,-3
COc1nn(C)cc1C(=O)N1CCC(C(=O)Nc2cccc(Cl)c2C)CC1,-7,-0.1,0.3,5
CCOC(=O)Cn1c(C)c(CC(Cl)(Cl)Cl)c2c1CC(C)(C)CC2=O,-2,0.0,-0.2,-4
N#Cc1ccc(CSc2nnnn2-c2ccccc2)cc1,1,0.0,0.4,2
c1ccc(-c2ccccc2OCCNCCN2CCOCC2)cc1,58*,0.5,-0.5,6
Cn1c(N)c(C(=S)NC(=O)c2ccc(C(C)(C)C)cc2)c(=O)n(C)c1=O,7,0.5,0.7,3
N#Cc1c(NC(=O)c2cccc(Cl)c2)sc2c1CCCC2,5,-0.1,0.6,-70
Cc1ccccc1-c1cc(C(=O)NCc2ccc(S(N)(=O)=O)cc2)c2ccccc2n1,2,-0.1,-0.3,3
Clc1c(CSc2nc3ccccc3[nH]2)nc2ccccn12,-8,0.0,-1.0,-31
COc1ccc(-c2nc(Nc3ccc(NC(C)=O)cc3)c3cc(OC)c(OC)cc3n2)cc1,7,0.1,3.6,2
COc1cccc(/C=N/NC(=O)CCC2C(=O)NN=C2C)c1 (stereo not given),7,0.1,0.2,-4
O=C(Cc1ccccc1Cl)Nc1ccc(S(=O)(=O)N2CCCC2)cc1,13,0.1,0.4,1
CN(CC(=O)N/N=C/c1cccc([N+](=O)[O-])c1)C(=O)c1ccccc1,2,-0.1,-0.5,-1
CC1=C(C(=O)OCc2ccccc2)C(c2ccc(C(F)(F)F)cc2)C(C#N)=C(N)O1 (stereo not given),0,0.5,-1.2,9
CCN(C(=O)COc1cc(=O)n(CC)c2ccccc12)c1ccc(C)c(C)c1,0,0.1,0.5,3
Cc1ccc2[nH]c3c(c2c1)CCCC3NCCO (stereo not given),1,-0.2,-0.2,0
CC(C)(C)c1ccc(C(=O)N/N=C/c2ccc(O)c([N+](=O)[O-])c2)cc1,-3,0.0,5.1*,-32
O=C1c2ccc(Br)cc2C(=O)N1c1ccc([N+](=O)[O-])cc1Br,24,-0.1,-0.1,-3
COc1cccc(C2C3=C(CC(C)(C)CC3=O)Nc3ccccc3N2C(=O)C(F)(F)F)c1 (stereo not given),3,-0.4,-1.0,-6
COc1cc2[nH]c3c(=O)n(CCCN4CCCCCC4)cnc3c2cc1OC,11,0.0,0.0,4
Cc1nn(-c2ccccc2)c(Cl)c1CNCCCOC(C)C,34,-0.1,-0.6,-3
Cc1ccc(S(=O)(=O)N(CC(=O)NCc2ccccn2)c2cc(Cl)ccc2C)cc1,1,-0.3,0.0,5
CCOC(=O)COc1ccc(C2NC(=S)NC(C)=C2C(=O)OCC)cc1 (stereo not given),11,0.0,2.0,17
CCOC(=O)N1CCN(C(=O)c2ccc(N3CCC(NCCSC)CC3)cc2)CC1,15,0.3,0.4,-2
CC(C)(C)c1cc(C(=O)NN=C2CCCC2)n[nH]1,-14,0.1,0.4,-16

# Part of the list above in order of molar mass, smallest number first.
SMILES,MITF inh,FBW7 act,GPR151 ag,TEAD-YAP block
Cc1nn(-c2ccccc2)c(Cl)c1CNCCCOC(C)C,34,-0.1,-0.6,-3
CN(CC(=O)N/N=C/c1cccc([N+](=O)[O-])c1)C(=O)c1ccccc1,2,-0.1,-0.5,-1
CC(C)(C)c1ccc(C(=O)N/N=C/c2ccc(O)c([N+](=O)[O-])c2)cc1,-3,0.0,5.1*,-32
CCN(C(=O)COc1cc(=O)n(CC)c2ccccc12)c1ccc(C)c(C)c1,0,0.1,0.5,3
CC1=C(C(=O)OCc2ccccc2)C(c2ccc(C(F)(F)F)cc2)C(C#N)=C(N)O1 (stereo not given),0,0.5,-1.2,9
CCOC(=O)N1CCN(C(=O)c2ccc(N3CCC(NCCSC)CC3)cc2)CC1,15,0.3,0.4,-2

# Carrying on.
SMILES,MITF inh,FBW7 act,GPR151 ag,TEAD-YAP block
CCOCCCNC(=O)C1(c2ccccc2)CCCC1,-4,1.1,-1.1,-11
CSCCC(NC(=O)c1ccccc1NC(=O)c1ccccc1)C(=O)O (stereo not given),12,0.1,-1.3,4
Cc1occc1C(=O)NCCc1ccc(Cl)cc1,-15,-0.3,-1.3,-52
Cc1ccc(N(C2C=CS(=O)(=O)C2)S(C)(=O)=O)cc1 (stereo not given),-1,0.0,-0.5,9
COC(=O)c1ccc(COC(=O)c2ccc(OC)cc2)cc1,2,0.0,-1.5,2
COCCn1c(C)cc(C2=NNC(=NCc3ccc(OC)cc3)SC2)c1C,1,-0.2,-0.4,15
CC(C)(O)C(=O)NNC(=S)NC1CCCCC1,16,0.8,0.4,-1
Cc1ccccc1-c1nc2c3c4c(sc3ncn2n1)CCCCC4,-1,-0.1,-1.6,3
NS(=O)(=O)c1ccc(CCNC2CC(=O)N(Cc3ccccc3)C2=O)cc1 (stereo not given),-7,-0.1,1.1,-1
COc1ccc(CN2CCC(n3nccc3NC(=O)Nc3ccccc3C)CC2)c(F)c1,3,-0.1,-0.2,19
COc1ccc(NC(=O)c2ccc(S(=O)(=O)N(C)C)cc2)cc1,-1,-0.1,0.7,-17
COc1ccc(C2(CC(=O)N(C)CC(O)c3ccccc3)CC(=O)N(C3CC3)C2=O)cc1 (stereo not given),9,0.0,-1.3,4
CC1CCN(C(C)C(=O)NCc2ccco2)CC1 (stereo not given),80*,-0.1,0.9,-5
CC1CCN(C(=O)NC(C(F)(F)F)C(F)(F)F)CC1,-20,-0.2,0.4,0
CCOc1ccc(NC(=O)c2cccc3ccccc23)c([N+](=O)[O-])c1,25,-0.3,-1.6,43*
O=C(COC(=O)c1ccc2c(c1)OCO2)NC(=O)Nc1ccc2c(c1)OCCO2,5,0.0,4.2,-5
Cc1ccc(S(=O)(=O)N2CCC(C(=O)NC34CC5CC(CC(C5)C3)C4)CC2)cc1,7,-0.1,0.6,-5
COc1cccc(CC2(C3CCN(C/C=C/c4ccccc4)CC3)NC(=O)N(C)C2=O)c1 (stereo not given),5,0.1,-0.2,-17
Cc1cccn2c(=O)c3cc(C(=O)N4CCc5ccccc5C4)sc3nc12,0,0.3,1.1,1
COc1cc(/C=N/NC(=O)c2ccccc2C)cc(OC)c1OC,9,0.1,1.6,-28
CCCC(=O)Nc1ccccc1NC(=O)C(C)Oc1ccccc1 (stereo not given),8,0.6,-0.7,14
COC(=O)C1=C(N)N(c2ccc(S(N)(=O)=O)cc2)C2=C(C(=O)CC(C)(C)C2)C1c1ccc(OC)cc1 (stereo not given),16,0.1,-1.0,25
NC(CC(=O)O)c1ccc(F)c(Oc2ccccc2)c1 (stereo not given),-7,0.0,2.0,-3
O=C1COc2cc(S(=O)(=O)CCC(=O)Nc3cccc4ccccc34)c(Cl)cc2N1,-1,0.1,-1.2,-7
Nn1c(-c2ccncc2)nnc1-c1ccncc1,18,0.2,-1.4,8
CCCCN(CC)C(=O)c1sc2ncn(CC(=O)Nc3cccc(C(F)(F)F)c3)c(=O)c2c1C,3,0.0,-1.5,0
CCC(C)(C)NC(=O)CN1C(=O)COc2cc(S(=O)(=O)N3CCCCCC3)ccc21,-8,-0.1,-2.6,-8
O=C(Nc1cc(-c2ccncc2)c[nH]c1=O)C1CC1,7,-0.3,-0.8,-1
COc1ccc(NC(=O)CCCN(C)S(=O)(=O)c2ccc([N+](=O)[O-])cc2)cc1OC,8,0.1,-0.8,1
O=C1NC(=O)C2(CCN(CCCN3C(=O)c4ccccc4C3=O)CC2)C1c1ccccc1 (stereo not given),-9,-0.1,0.7,2
COc1cc(C(=O)/C=C/c2cc(Br)c(O)c(OC)c2)ccc1O,7,0.2,0.1,-2
CCOC(=O)Cc1c(-c2ccccc2)c2cc(Cl)ccc2[nH]c1=O,8,-0.1,-0.5,-3
NS(=O)(=O)c1ccc(CCNC(=O)c2cc([N+](=O)[O-])ccc2Cl)cc1,11,0.3,-0.7,-11
COc1ccc(/C=N\NC(=O)C2COc3cc4ccccc4cc3O2)c(O)c1 (stereo not given),-17,-0.1,0.7,15
CC(C)(C)n1nc2c(c1NC(=O)c1ccc(N3C(=O)CCC3=O)cc1)CSC2,-3,0.1,0.2,-14
CCCCCC1CCC(c2ccc(C(=O)Nc3cccc(NC(=O)c4ccc(C5CCC(CCCCC)CC5)cc4)n3)cc2)CC1 (stereo not given),-2,0.1,1.2,-8
O=C(Nc1ccc2oc(-c3cc(I)ccc3Cl)nc2c1)c1cc(Br)ccc1Cl,22,1.8,-0.8,-9
Cc1ccc(/C=C2\SC(=Nc3ccc(F)cc3)NC2=O)cc1,-3,1.3,0.7,1
Cc1nc(SCC(=O)N2CCCCC2)c2c(C)c(C)sc2n1,2,0.2,0.1,-1
CC1(C)CC(=O)C(C=Nc2ccc(Cl)cc2C(F)(F)F)=C(O)C1,-7,0.0,4.0,6
CCN1C(=O)C(=Cc2ccc(N3CCOCC3)cc2OC)C(=O)N(CC)C1=S,6,-0.5,0.0,10
Cc1ccc2nc(-c3ccc(NC(=O)c4oc5ccccc5c4C)cc3)sc2c1,4,0.0,-0.2,-7
CCC(C)(C)n1nnnc1C(c1cc2cc3c(cc2[nH]c1=O)OCO3)N1CCOCC1 (stereo not given),1,-0.1,0.5,-8
O=C(Nc1ccc(F)cc1F)c1sc(=S)n2c1[nH]c(=O)c1ccccc12,9,0.0,-0.6,15
Cc1ccccc1C(NC(=O)C1CCN(C(=O)OC(C)C)CC1)c1ccccn1 (stereo not given),2,0.2,0.3,-4
COC(=O)c1ccc(N=C2SC(C(=O)Nc3ccccc3F)CC(=O)N2C)cc1 (stereo not given),-7,0.1,0.7,-9
CCN(Cc1ccccc1)S(=O)(=O)c1c[nH]c(C(=O)OC)c1,15,0.3,1.0,-7
Cc1oc2c(cc(NS(=O)(=O)c3ccc4c5c(cccc35)C(=O)N4)c3ccccc32)c1C(=O)OC(C)C,2,0.0,0.3,2
CCOC(=O)c1ccc2nc(NC(=O)CSc3nc4ccccc4[nH]3)sc2c1,19,0.1,7.1*,-5
O=C(CSc1nc(=O)n(CCCO)c2c1CCC2)N1CCCC1,-11,-0.1,-0.3,-8
CCC[C@@H]1NC(=O)[C@H]2CN(Cc3ccccc3F)CCN2C1=O,16,0.4,0.9,-4
CSCC(C(=O)O)N1C(=O)c2ccccc2C1=O (stereo not given),-3,0.0,0.7,-2
O=C(Nc1ccccc1F)c1cnc2n(c1=O)CCS2,11,0.3,-0.9,-14
Cc1cc2ccccc2n1CCNC(=O)NC1CC(=O)N(c2ccc3c(c2)OCCO3)C1 (stereo not given),-3,0.1,1.4,-1
CCN(CC)c1ccc(NC(=O)COc2ccc(Cl)cc2)cc1,11,-0.1,1.2,10
CCN(C(=O)C(C)Oc1ccc(F)cc1)c1ccccc1 (stereo not given),19,0.2,0.9,3
CC(=O)Cn1c(=O)c2c(nc3n(-c4ccc(Cl)cc4)c(C)cn23)n(C)c1=O,9,0.0,0.8,0
O=C1N/C(=N/N=C/c2ccc(-c3cccc(Cl)c3)o2)SC1Cc1ccccc1 (stereo not given),8,-0.2,-0.3,10
CC(=O)Nc1sc(C#N)c(C)c1C#N,4,-0.1,0.8,10
C=CCNc1nc(Nc2ccc(I)cc2)nc(N2CCOCC2)n1,-7,0.0,0.1,-22
# Following part:
SMILES,MITF inh,FBW7 act,GPR151 ag,TEAD-YAP block
Cc1cc(C)n(C(=O)C2COc3ccccc3O2)n1 (stereo not given),-3,0.1,1.3,2
COc1ccc2c(CC(=O)OCC(=O)c3ccc(F)cc3)coc2c1,1,0.1,-0.2,9
Cc1cccnc1C(NC(=O)C1CCN(C(=O)c2ccno2)CC1)c1ccccc1 (stereo not given),15,0.9,0.3,1
CC(=O)N(c1cccc(C)c1)c1nc(-c2cc3ccccc3oc2=O)cs1,6,0.2,1.8,-4
CC1=C(C(=O)OCC(C)C)C(c2cccc(Br)c2)NC(=O)N1 (stereo not given),14,0.3,0.4,3
O=C(Nc1ccc(-c2nc3ccccc3o2)c(O)c1)c1cc(Cl)ccc1Cl,-13,1.2,1.3,0
Cc1cccc(C)c1NC(=O)C(NC(=O)c1ccc(-n2cnnn2)cc1)c1ccc(Cl)cc1Cl (stereo not given),0,-0.1,-0.9,-3
CCOC(=O)c1cnc(SCC(=O)c2ccc3c(c2)OCCO3)nc1N,-10,0.1,-0.4,8
CCOC(=O)CSc1ccc(NC(=O)C(C)C)nn1,11,-0.1,1.2,5

# For reference, 5 of the compounds above.
SMILES,MITF inh,FBW7 act,GPR151 ag,TEAD-YAP block
Cc1cc(C)n(C(=O)C2COc3ccccc3O2)n1 (stereo not given),-3,0.1,1.3,2
COc1ccc2c(CC(=O)OCC(=O)c3ccc(F)cc3)coc2c1,1,0.1,-0.2,9
Cc1cccnc1C(NC(=O)C1CCN(C(=O)c2ccno2)CC1)c1ccccc1 (stereo not given),15,0.9,0.3,1
CC(=O)N(c1cccc(C)c1)c1nc(-c2cc3ccccc3oc2=O)cs1,6,0.2,1.8,-4
CC1=C(C(=O)OCC(C)C)C(c2cccc(Br)c2)NC(=O)N1 (stereo not given),14,0.3,0.4,3
